Thrombin inh = thrombin (human) inhibition; alpha-thrombin, Boc-VPR-AMC fluorogenic substrate cleavage; inhibition, % at 5 µM; 220,000 compounds, 0.26% hits; AID 1046;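 active = inhibition at or above 40%; inactive = inhibition below 40%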;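 also: 0% = enzyme with no compound and 100% = wells without enzyme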
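System – human alpha-thrombin · Medium – pH 7.5 Tris (50 mM) with NaCl 150 mM, Tween 20 0.05% · Compound – single-point dosing at 5 µM, 0.2% DMSO · Incubation – enzyme reaction carried out at room temperature · Technique – fluorescence of released AMC, ex 355 nm, em 460 nm · Read-out basis – % inhibition of thrombin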
Furin inhibitor = human furin inhibition. P09958. purified furin, fluorogenic substrate cleavage. inhibition, % at 30 µM. 220,000 compounds, 0.061% hits. AID 463115; in the data active = inhibition above about 25%; also: inactives centre near -15
FXIa inh = inhibitors of human coagulation factor XIa; AID 798; purified FXIa, Boc-Glu-Ala-Arg-AMC fluorogenic substrate; 220,000 compounds, 0.14% hits; P03951; inhibition, % at 5 µM;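 active = inhibition of at least 40%; inactive = inhibition below 40%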;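 also: fluorescence of freed AMC excited at 355 nm; 0% = enzyme without compound and 100% = no enzyme blank; many of its hits are not listed in these tables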
Rad51 HR inh = Rad51 (human) homologous recombination inhibition; hRad51 DNA strand exchange, fluorescence dequenching; 200,000 compounds, 0.085% hits; inhibition, % at 10 µM;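 active = inhibition above 40% at the single screening dose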;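 also: 0% = DMSO control wells and 100% = blanks with heterologous ssDNA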
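System: human Rad51 nucleoprotein filaments preassembled on unlabelled ssDNA. Reagent: labelled 47-mer dsDNA for strand exchange. Schedule: 30-min compound preincubation and 15-min exchange, both room temperature. Measured by: FRET fluorescence dequenching, excitation 485 nm, emission 520 nm. Read-out: Fluorescence-based percent inhibition, control- and blank-normalised. Benchmarks: plate controls and plate blanks.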
hK5 inh = blocks human kallikrein 5 protease activity | inhibition, % at 5 µM | recombinant hK5, fluorogenic AMC substrate cleavage | 210,000 compounds, 0.59% hits | Q9Y337;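 active = inhibition of 40% or more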;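 also: 0% = enzyme controls without compound and 100% = no-enzyme blanks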
Cl transport mod = modulates chloride dependent transport by human KCC2; Q9H2X9; KCC2 cells, thallium flux FluoZin-2 fluorescence; B-score of Tl+ flux slope (higher = more flux/activation; lower = inhibition) at 10 µM; 190,000 compounds, 2.2% hits; AID 1456;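 active = thallium flux slope and its plate-corrected score both differing from the plate sample mean at a set confidence after two filtering rounds, in either direction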;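 also: slope of fluorescence scaled to starting intensity during 10 to 20 s after thallium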
Calpain2 inh = calpain II (pig) inhibition; purified calpain II, fluorogenic peptide substrate, 30 min; inhibition, % at 16 µM; 220,000 compounds, 0.37% hits;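 active = inhibition above about 50%, limit read from the data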
PERK inhibitor = human PERK inhibition, primary cell-based screen; 220,000 compounds, 0.17% hits; Q9NZJ5; CHO PERK-DD fusion, SEAP luminescence translation reporter; inhibition, % at 5.6 µM; AID 1416;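 active = inhibition above the mean inhibition of all tested compounds plus 3 SD, set separately per screening campaign, cut at about 2.9% in these data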;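 also: PERK kinase domain activated by AP20187 dimerizer at 100 nM; 0% = DMSO with dimerizer and 100% = rapamycin at 8.4 µM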
Target sequence (Q9NZJ5 whole entry, looked up, the tested form may be a part): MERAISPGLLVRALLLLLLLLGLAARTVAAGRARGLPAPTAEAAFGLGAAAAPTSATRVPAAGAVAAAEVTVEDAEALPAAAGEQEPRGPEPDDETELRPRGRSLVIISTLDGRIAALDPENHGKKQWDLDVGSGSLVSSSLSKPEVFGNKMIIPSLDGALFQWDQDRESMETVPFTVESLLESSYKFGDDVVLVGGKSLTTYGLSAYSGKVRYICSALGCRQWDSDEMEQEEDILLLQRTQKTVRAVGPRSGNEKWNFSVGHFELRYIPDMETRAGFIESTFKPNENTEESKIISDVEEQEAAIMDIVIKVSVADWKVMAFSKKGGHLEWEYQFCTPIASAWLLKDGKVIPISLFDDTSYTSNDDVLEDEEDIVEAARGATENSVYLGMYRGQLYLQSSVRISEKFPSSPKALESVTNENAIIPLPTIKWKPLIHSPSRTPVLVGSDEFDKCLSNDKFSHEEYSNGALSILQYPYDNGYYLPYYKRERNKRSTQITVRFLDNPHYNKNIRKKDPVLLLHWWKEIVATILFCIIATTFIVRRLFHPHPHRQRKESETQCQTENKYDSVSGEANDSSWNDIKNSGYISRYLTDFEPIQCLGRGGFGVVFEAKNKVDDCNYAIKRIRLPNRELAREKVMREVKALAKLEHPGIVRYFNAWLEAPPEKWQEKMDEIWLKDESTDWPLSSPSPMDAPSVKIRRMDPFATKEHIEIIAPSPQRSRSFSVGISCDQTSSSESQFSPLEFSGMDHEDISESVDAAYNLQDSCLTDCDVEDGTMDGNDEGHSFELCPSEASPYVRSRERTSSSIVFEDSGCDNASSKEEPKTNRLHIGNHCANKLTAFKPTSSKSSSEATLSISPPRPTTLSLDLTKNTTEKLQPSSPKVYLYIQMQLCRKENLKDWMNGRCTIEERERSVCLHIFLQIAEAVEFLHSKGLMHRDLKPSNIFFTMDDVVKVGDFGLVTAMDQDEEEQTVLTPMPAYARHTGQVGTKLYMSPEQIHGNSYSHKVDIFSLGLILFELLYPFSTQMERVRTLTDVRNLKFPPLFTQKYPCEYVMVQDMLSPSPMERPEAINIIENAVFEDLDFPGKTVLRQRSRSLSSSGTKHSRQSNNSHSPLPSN
FXIIa inh 1536 = factor XIIa (human) inhibition; P00748; purified FXIIa, Boc-QGR-AMC fluorogenic substrate, 2 h; inhibition, % at 5 µM; 220,000 compounds, 0.3% hits; AID 800; in the data active = inhibition above about 40%;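 also: 0% = enzyme with no compound and 100% = blank without enzyme; many of its hits are not listed in these tables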
Starred values were filed as active, the others as inactive; x = no result given; [ ] = another dose, or the depositor's remark. Only part of the results is shown, so the mix of outcomes need not match the whole.

SMILES	Thrombin inh	Furin inhibitor	FXIa inh	Rad51 HR inh	hK5 inh	Cl transport mod	Calpain2 inh	PERK inhibitor	FXIIa inh 1536
COc1ccc(CCNC(=O)CSc2nnc(-c3ccc(F)cc3)c3ccccc23)cc1OC	-10	-7	0	5	-19	-1.2	-4	-0.9	-1
CC(C)C(OC(=O)c1cccs1)C(=O)NCc1cccs1 (centres undefined)	7	-11	6	5	-20	x	-19	0.0	18
N/C(Cc1ccc([N+](=O)[O-])cc1)=N\OC(=O)Cc1ccc(Cl)cc1	-3	-17	1	8	-2	1.3	8	1.3	9
CC(/C=N/NC(=O)Cn1nnc(N)n1)=C\c1ccc(C(C)C)cc1	-7	-22	0	x	0	0.12	22	1.5	9
CC(C)c1nc(NCCO)c(C#N)c2c1CCCC2	-2	-18	-6	7	-1	-0.6	-6	0.3	5
N#CC1=C(N)Oc2c(oc(CO)cc2=O)C1c1ccccc1[N+](=O)[O-] (centres undefined)	-1	-15	1	-7	1	0.67	-27	0.9	12
COc1ccc(-c2nnn(CCc3nn[nH]n3)n2)cc1OC	-1	-13[20 µM]	-7	8	9	1	16	-0.1	10
CN1C(C(=O)NCc2cccc(Br)c2)CC2Cn3c(nc4cc(Cl)c(Cl)cc43)C21 (centres undefined)	-7	-24	-3	-8	-3	-3.4*	-3	x	5
N#Cc1ccc(CSc2nnc(-c3cccs3)n2-c2ccccc2)cc1	-1	-1[20 µM]	-4	-4	-3	-1.7	17	-1.7	11
CNC(=O)COC(=O)/C=C/c1cn(-c2ccccc2)nc1-c1ccc2c(c1)OCCO2	-5	-8	-6	1	-6	0.15	17	0.4	-2

Brought forward from above: 5 compounds; new compounds follow.
SMILES	Thrombin inh	Furin inhibitor	FXIa inh	Rad51 HR inh	hK5 inh	Cl transport mod	Calpain2 inh	PERK inhibitor	FXIIa inh 1536
N#CC1=C(N)Oc2c(oc(CO)cc2=O)C1c1ccccc1[N+](=O)[O-] (centres undefined)	-1	-15	1	-7	1	0.67	-27	0.9	12
COc1ccc(-c2nnn(CCc3nn[nH]n3)n2)cc1OC	-1	-13[20 µM]	-7	8	9	1	16	-0.1	10
CN1C(C(=O)NCc2cccc(Br)c2)CC2Cn3c(nc4cc(Cl)c(Cl)cc43)C21 (centres undefined)	-7	-24	-3	-8	-3	-3.4*	-3	x	5
N#Cc1ccc(CSc2nnc(-c3cccs3)n2-c2ccccc2)cc1	-1	-1[20 µM]	-4	-4	-3	-1.7	17	-1.7	11
CNC(=O)COC(=O)/C=C/c1cn(-c2ccccc2)nc1-c1ccc2c(c1)OCCO2	-5	-8	-6	1	-6	0.15	17	0.4	-2
O=C(NC12CC3CC(CC(C3)C1)C2)c1cccnc1	6	-24	8	-1	-2	-0.54	-13	-0.7	18
NC(=O)[C@H]1CC2(CC(c3cccc(NC(=O)COc4ccc(Cl)cc4)c3)=NO2)CN1C(=O)Cc1ccc([N+](=O)[O-])cc1 (some centres undefined)	-7	-15	-3	8	-4	0.056	-80	x	0
CCn1c2ccc(CC(=O)O)cc2c2cc(CC(=O)O)ccc21	-6	-19	-7	9	7	0.1	7	0.9	-1
CCCOc1ccc(C2C(=O)N(C3CCCCCC3)CC(=O)N2Cc2ccco2)cc1OC (centres undefined)	-5	-5[20 µM]	-8	-2	-4	-0.39	29	-2.9	-5
Cc1ccc([N+](=O)[O-])cc1N(CC(=O)N1CCCCC1)S(C)(=O)=O	-10	-21	-9	-15	-4	0.49	17	-0.1	5
CCC(Oc1ccccc1)C(=O)Nc1nc2c(s1)C(=O)CC(C)(C)C2 (centres undefined)	0	-11[20 µM]	1	-6	6	0.81	-13	-0.2	11
Cc1ccc(NC(=O)Cn2nnc(-c3ccccc3-n3cnnn3)n2)c(C)c1	0	-21	2	-63	0	-0.17	25	-0.1	6
CCOC(=O)/C(=C\C=C\c1ccccc1)NC(=O)c1ccccc1	-3	9	1	7	1	-1.8	32	-0.9	6
O=C(CC1C(=O)N(c2ccccc2)C(=S)N1c1ccccc1)c1ccccc1 (centres undefined)	-4	-13	-4	-1	-2	2	21	-0.2	2
CC(C)(C)NS(=O)(=O)c1cc(C(=O)O)ccc1Cl	x	-33	3	-14	-2	1	-20	2.0	11
COc1ccccc1N1CCN(CC(O)c2ccc3cc[nH]c3c2)CC1 (centres undefined)	-4	-18	3	2	-31	0.05	-11	-0.3	7
CS(=O)(=O)N(Cc1ccccc1Cl)c1ccc(C(=O)NCc2cccnc2)cc1	-7	-17	-6	x	x	0.0025	3	0.8	0
CCOC(=O)N1CCC(NC(=O)C2CCN(S(=O)(=O)c3cccs3)CC2)CC1	-8	-6[20 µM]	-13	-11	6	1.8	-1	-0.7	-9
Cc1ccc(NC(=O)/C(C#N)=C(\N)C(Cl)(Cl)Cl)nc1	2	-18	0	-5	-4	0.27	-5	-0.7	13
Clc1ccc(-c2noc(CCCc3ccccc3)n2)cc1	-5	-20[20 µM]	3	1	4	0.72	26	0.4	26
Cc1cc(C)nc(Sc2ccc(/C=C(\C#N)C(N)=O)o2)n1	-4	-7	4	x	-8	-0.95	-16	0.7	8
COCCn1c(SCC(=O)c2c(-c3ccccc3)n(C)c3ccccc23)nnc1-c1ccncc1	-11	-3	0	-9	-11	-1.3	-3	-0.5	9
CC1=CC(c2ccccc2)n2nc(N3C(=O)C4CC=CCC4C3=O)nc2N1 (centres undefined)	4	-3	-15	2	-11	x	-156	1.3	-13
CNC(=O)CCc1nc(-c2ccc(C(C)(C)C)cc2)no1	6	-15	0	-2	2	0.18	-4	0.8	13
Cc1cc(C)nc(N2CCCC(C(=O)NCC(c3ccccc3)c3ccccc3)C2)n1 (centres undefined)	0	21[20 µM]	-2	-5	-8	0.84	-18	0.8	8
O=C(O)CC12CC3CC(C1)CC(n1ncc(NCc4ccccc4)c(Cl)c1=O)(C3)C2	-4	-14	-1	-5	-2	0.022	-15	-0.5	3
CCn1c(Cn2nnc(-c3ccccc3)n2)nnc1SCC(=O)Nc1ccc(C(C)=O)cc1	-4	-11	-5	-6	-12	0.64	14	-1.0	1
CN=c1scc(-c2ccccc2F)n1/N=C(\C)c1cccnc1	2	-7	1	2	4	-3.9*	45	-0.5	9
CCN1C(=O)CC(Sc2ccccc2C(=O)O)C1=O (centres undefined)	7	-22[20 µM]	3	-8	-3	-2.8	4	1.6	13
O=C(Nc1ccccc1Cl)N1CCn2c(nc3ccccc32)C1	-5	-19[20 µM]	3	-4	-16	-0.24	-47	-1.1	3
Cc1csc(NC(=O)CSc2ncn(-c3ccccc3)n2)n1	-4	-6[20 µM]	-13	-3	-4	x	11	1.6	-1
Cn1cc(S(=O)(=O)NC(c2ccccc2)c2ccccc2)c(=O)n(C)c1=O	4	-3	2	-2	0	1.5	12	0.5	13
C#CCOCCOCCOCCNc1nc(N2CCN(C(=O)C([C@@H](C)CC)n3cc(C(N)CO)nn3)CC2)nc(N2CCN(C(=O)[C@H](CCC(=O)O)n3cc(C(N)CC(C)C)nn3)CC2)n1 (some centres undefined)	3	-30	3	x	3	-0.67	15	0.8	7
CC(NC(=O)c1ccncc1)C(c1cccs1)N1CCOCC1 (centres undefined)	2	-18[20 µM]	3	1	-3	-0.035	-17	1.5	12
CC1(C)CC(=O)c2ccc(OCc3ccc([N+](=O)[O-])cc3)cc2O1	-4	-14	3	16	1	-0.69	7	0.2	7
CC(/C=C1\SC(=S)N(CC(=O)N2CCN(c3ccccc3)CC2)C1=O)=C\c1ccccc1	-4	11	5	-2	-11	0.89	-42	0.8	15
CCOC(=O)c1c(-c2cccs2)csc1NC(=O)CN1CC(C)OC(C)C1 (centres undefined)	0	-20	5	-4	4	-0.14	-6	-0.6	8
Cc1ccccc1NC(=O)CNC(=O)c1ccc(C(F)(F)F)cc1	1	1	1	-8	-16	0.64	20	0.0	11
CCCCN(NC(C)=O)c1nc(Cl)nc(NC(C)C)n1	-4	-3[20 µM]	-5	2	-7	0.036	-10	0.1	1
CCCCn1c(-c2ccccc2)nc2c(=O)n(C)c(=O)[nH]c21	-5	-26	3	11	2	1.3	-242	1.2	7
CCN(C(=O)c1cc(Cl)ccc1OC)c1ccccc1	-5	-33[20 µM]	0	-8	-9	-0.45	2	0.8	14
COc1ccc(Cl)cc1N1C(=O)C2CCCN2C1c1ccccc1F (centres undefined)	1	-6	1	8	-9	x	-6	0.1	11
Nc1nc(CSc2nnnn2-c2ccccc2)nc(N2CCCc3ccccc32)n1	-5	-24[20 µM]	3	2	0	-0.67	-13	-0.8	8
O=C(CSc1nnc(SCc2ccc(Cl)cc2)s1)N/N=C/c1ccc(C(=O)O)cc1	-2	-14	1	-1	0	-2.6	10	1.6	3
O=[N+]([O-])c1ccc(-c2nc(=S)c3c(o2)CCCC3)cc1	2	-26	8	x	-5	34*	2	-0.5	11
COC(=O)Cc1ccc(NC(=S)N2CCN(c3cccc(O)c3)CC2)cc1	-6	-25	1	6	-4	-1.2	-1	0.4	0
Cc1nnc(N(CCC#N)CCC#N)s1	-1	-6	6	10	-22	0.69	-25	0.9	1
CSCCC(NC(=O)c1ccc([N+](=O)[O-])cc1Cl)C(=O)OCC(=O)N(C)C (centres undefined)	-5	-13	4	7	-10	0.62	18	0.5	12
CCc1ccnc(NS(=O)(=O)c2ccc3c(c2)CCO3)c1	1	-6	5	x	2	-0.68	15	0.9	10
Cc1cccc(-n2c(-c3ccoc3C)n[nH]c2=S)c1	-11	-25	2	5	-16	-0.023	-3	0.9	5
CC(/C=N/N1CCN(c2ccc(C)cc2)CC1)=C\c1ccccc1	2	-12	7	x	-1	-0.1	-12	1.2	14
CCOc1ccc(NC(=O)c2ccccc2NC(=O)CN(C)CC(=O)Nc2ccc(C)cc2)cc1	-5	-16[20 µM]	-18	-4	2	1.5	-35	-0.8	8
CCCNC(=S)Nc1ccc(Cl)cc1C	-3	-17	7	0	-10	0.025	2	0.9	5
CC(=O)Nc1ccc(S(=O)(=O)NCC(=O)OCC(=O)NC(=O)c2cccn2C)cc1	-1	-15	-3	15	-5	-0.24	-34	1.3	5
COc1ccc(Cl)cc1NC(=O)Cn1cccc1	-8	-14	-3	4	2	-0.54	-15	0.7	5
The listing continues:
SMILES	Thrombin inh	Furin inhibitor	FXIa inh	Rad51 HR inh	hK5 inh	Cl transport mod	Calpain2 inh	PERK inhibitor	FXIIa inh 1536
CCCC[C@@H]1CNC(=S)N1CCc1cccc2ccccc12	-5	-23	-2	7	-1	0.86	18	1.3	3
Cc1ccc(Cl)cc1Nc1nc(-c2sc(NC(=O)c3ccco3)nc2C)cs1	2	-19[20 µM]	3	-4	4	-0.31	-126	-0.3	11
O=C(COC(=O)c1ccco1)Nc1cccc(Br)c1	1	-19	2	-5	-2	0.54	-5	1.9	11
Cc1ccc(-c2nnc(-c3ccccc3)o2)cc1	-7	-7[20 µM]	-2	-1	-7	-0.59	-14	-0.1	8
CC1(C)CC(=O)c2c(n(S(=O)(=O)c3ccccc3)c3ccc(NS(=O)(=O)c4ccccc4)cc23)C1	-6	1	-7	-2	-24	-1	-62	0.0	2
Cc1cc(=O)c2ccccc2n1Cc1ccccc1	-9	-24	-1	4	5	-2.3	8	0.7	9
Cc1nc2ccccc2c(=O)n1NC(=O)C1CCCCC1	-6	-6[20 µM]	11	-3	-40	x	8	0.2	9
CC(C)(C)NC(=O)CSc1nc(-c2ccc(F)cc2)cs1	-5	-12	4	13	-3	-3.2	14	0.3	11

Screening results deposited in PubChem BioAssay by several laboratories.
